TexasRed fluor: alters Texas Red total fluorescence, flagging assay interference; TRb/SRC2 Texas Red total fluorescence interference; 280,000 compounds, 0.29% hits; Potency, µM (highest dose often 106 µM), inactives show at the highest dose fluorescence change, negative = quenching; AID 1479; active means well fitted curve in either direction with a large enough effect
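Human TRb ligand-binding domain at 0.6 uM with 20 nM Texas Red SRC2 peptide in Tris buffer containing 1 uM T3 and 5% DMSO, incubated with compound 5 h at ambient temperature. Total fluorescence (555/632 nm) calculated as parallel + 2 × perpendicular.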
TRb SRC2 PPI: disrupts binding of human TR beta to SRC2 | P10828 | TRbeta-SRC2 peptide binding, fluorescence polarization; receptor liganded with 1 µM T3 | Potency, µM (top dose mostly 106 µM), for the others: at the top dose activity change, negative = inhibition, usual class: inhibitors | 280,000 compounds, 0.065% hits; active means well fitted inhibition curve with a large enough effect;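 further: plate controls were bound peptide for no effect and peptide without receptor for full effect; nearly all actives have a fitted effect of over 50% in size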
Target sequence (P10828 whole entry, looked up): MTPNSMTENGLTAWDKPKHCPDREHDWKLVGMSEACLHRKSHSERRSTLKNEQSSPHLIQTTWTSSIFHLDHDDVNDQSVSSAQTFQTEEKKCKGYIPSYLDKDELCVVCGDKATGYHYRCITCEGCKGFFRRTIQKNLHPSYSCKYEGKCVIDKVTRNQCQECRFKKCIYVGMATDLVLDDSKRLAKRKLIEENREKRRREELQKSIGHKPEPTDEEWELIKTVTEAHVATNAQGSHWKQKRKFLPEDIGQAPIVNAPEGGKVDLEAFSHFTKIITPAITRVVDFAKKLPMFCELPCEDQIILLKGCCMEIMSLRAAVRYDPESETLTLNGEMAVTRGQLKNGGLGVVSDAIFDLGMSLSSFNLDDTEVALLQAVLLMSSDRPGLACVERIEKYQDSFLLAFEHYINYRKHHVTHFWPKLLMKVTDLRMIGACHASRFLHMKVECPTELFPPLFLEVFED
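Assay buffer: 20 mM Tris-HCl, 100 mM NaCl, 10% glycerol, 1 mM EDTA, 0.01% NP-40, 1 mM DTT, 1 uM T3, 5% DMSO; TRb LBD 0.6 uM, Texas Red SRC2 20 nM; FP after 5 hr.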
* marks the source's active call; other numbers are inactive results; & = joins results of further samples; [ ] = another dose, or the depositor's remark. Unless noted, on the % scale 0 is the no-effect control and ±100 the full control effect; potency means the concentration at half of the fitted maximal effect. Not all compounds are listed (hit frequency here may not be typical).

Under each structure – TexasRed fluor, TRb SRC2 PPI
> CC(=O)c1ccc(NC(=O)C2=CC(c3cccs3)=NS(=O)(=O)N2C)cc1
→ 0%, 3%
> Cc1ccc(CNC(=O)c2ccc3c(c2)c(C)c(C)n3Cc2ccccc2)o1
→ 1%, -5%
> COc1ccc(Nc2nc3c(S(=O)(=O)c4ccc(Br)cc4)nnn3c3ccsc23)c(OC)c1
→ -1%, -1%
> CCCCN(CCCC)CCCCCCN(CCCC)CCCC
→ 3%[201 µM], 0%[201 µM]
> CCc1cccc(-n2nnc(-c3nc(-c4ccccc4Cl)no3)c2N)c1
→ -3%, -10%
> CCc1ccc(NC(=O)c2ccc3[nH]c(C)c(C)c3c2)cc1
→ -1%, -7%
> CCC(Nc1ccc(-c2nc(-c3cccnc3)no2)cc1[N+](=O)[O-])c1ccccc1 (stereo unspecified)
→ -1%, 0%
> CCOC(=O)c1c(C)[nH]c(C)c1S(=O)(=O)N1CCC(C(=O)NCc2ccccc2Cl)CC1
→ -2%, 0%
> COc1ccc(-n2c(=O)c3c(c4cc(OC)ccc4n3C)n(CC(=O)N3CCCC3)c2=O)cc1
→ 1%, -1%
> COc1ccc2c(c1)c1c(c(=O)n(-c3ccc(OC)c(OC)c3)c(=O)n1Cc1ccccc1C)n2C
→ -1%, 6%
> COc1ccc(NC(=O)C2=C(C)C(=O)OC23CCN(C(C)C)CC3)cc1Cl
→ -3%, 3%
> COCCNc1ccc(-c2nc(-c3ccco3)no2)cc1[N+](=O)[O-]
→ -1%, -5%
> Cc1oc(-c2ccc(C(=O)NCCC(C)C)cc2)nc1CS(=O)(=O)c1ccccc1
→ 0%, -9%
> CCOc1ccc(N(CC)S(=O)(=O)N2CCCC(C(=O)Nc3ccc(C(C)=O)cc3)C2)cc1 (stereo unspecified)
→ -1%, 1%
> Cc1ccccc1NC(=O)CSc1ccc(-c2ccccn2)nn1
→ 1%, -10%
> COc1cc2cc(CNc3ccccc3)c(=O)n(CC(=O)Nc3cccc(Cl)c3C)c2cc1OC
→ 0%, 2%
> CCC(=O)Nc1ccc(CC)cc1-c1nc2ccccc2n(CC(=O)Nc2ccccc2C)c1=O
→ -1%, 12%
> C=CC(=O)OCC(C)OCC(C)OCC(C)OC(=O)C=C (stereo unspecified)
→ -2%[201 µM], -3%[201 µM]
> CCc1ccccc1NC(=O)Cc1ccc(-n2c(C)nc3cccnc32)cc1
→ 0%, -2%
> COc1ccc(OC)c(NC(=O)c2ccc(-c3nc(CSc4ccccc4)c(C)o3)cc2)c1
→ -2%, -9%
> CCN(C(=O)c1nn(C)c2c1CSc1ccccc1-2)c1cccc(C)c1
→ -1%, 1%
> COc1ccc(NC(=O)c2cc(C(C)=O)n3ccccc23)cc1Cl
→ -1%, -4%
> Cc1ccccc1C(=O)Nc1nnc(S(=O)(=O)N(C)Cc2ccc(Cl)cc2)s1
→ -2%, 2%
> CN(C(=O)c1nn(C)c2c1COc1ccccc1-2)c1cccc(C(F)(F)F)c1
→ 1%, 0%
> Cn1nc(C(=O)NCCc2ccc(Cl)cc2)c2c1-c1ccccc1SC2
→ -1%, -5%
> CCCCCCC(O)CCCCCCCCCCC(=O)O (stereo unspecified)
→ -1%[201 µM], 4%[201 µM]
> CN1C(=O)Cc2cc(S(=O)(=O)CCC(=O)N3CCN(c4ccc(Cl)cc4)CC3)ccc21
→ -1%, -2%
> CN1C(=O)Cc2cc(S(=O)(=O)CCC(=O)Nc3ccc(OC(F)(F)F)cc3)ccc21
→ 0%, -2%
> Cc1nnc(SCC(=O)NCc2ccccc2Cl)c2nn(-c3ccccc3)c(C)c12
→ -3%, -6%
> CN1C(=O)c2ccccc2Sc2ccc(NC(=O)N3CCN(c4ccccc4F)CC3)cc21
→ -2%, -5%

Whole records from above. Order of screens: TexasRed fluor | TRb SRC2 PPI
Record of CCC(=O)Nc1ccc(CC)cc1-c1nc2ccccc2n(CC(=O)Nc2ccccc2C)c1=O → -1% | 12%
Record of Cc1ccccc1NC(=O)CSc1ccc(-c2ccccn2)nn1 → 1% | -10%
Record of CC(=O)c1ccc(NC(=O)C2=CC(c3cccs3)=NS(=O)(=O)N2C)cc1 → 0% | 3%
Record of CN1C(=O)c2ccccc2Sc2ccc(NC(=O)N3CCN(c4ccccc4F)CC3)cc21 → -2% | -5%
Record of COCCNc1ccc(-c2nc(-c3ccco3)no2)cc1[N+](=O)[O-] → -1% | -5%

Continued:
Under each structure – TexasRed fluor, TRb SRC2 PPI
> Cc1ccc(-c2onc(C)c2C)cc1S(=O)(=O)NC1CCC(C)CC1 (stereo unspecified)
→ 0%, 1%
> COc1ccc2cc(CNc3ccc(C)cc3)c(=O)n(CC(=O)Nc3ccc(C)cc3Cl)c2c1
→ 0%, -1%
> CC1CCN(C(=O)CSc2nc(-c3ccccc3)no2)CC1
→ -2%, 4%
> FC1(F)C(F)(F)C(F)(F)C2(F)C(F)(F)C(F)(F)C(F)(F)C(F)(F)C2(F)C1(F)F (stereo unspecified)
→ -3%, -2%
> COc1ccc(NC(=O)C2CCCN2S(=O)(=O)c2ccc3c(c2)CCCC(=O)N3)cc1Cl (stereo unspecified)
→ -1%, 6%
> COc1ccc(Cn2c(C(=O)O)c(CNC3CCC(C)CC3)c3ccc(C)cc32)cc1 (stereo unspecified)
→ -3%, 3%
> O=C1CCC(C2CCCCC2)CC1
→ 0%[201 µM], 2%[201 µM]
> CCN(C(=O)CN1C(=O)COc2ccc(S(=O)(=O)N3CCOCC3)cc21)c1cccc(C)c1
→ 0%, -6%
> CN=C(N)NCC1CCOC1 (stereo unspecified)
→ 1%&-13%[201 µM], 2%&-7%[201 µM]
> COc1ccc2c(c1)c1c(c(=O)n(-c3ccccc3C)c(=O)n1CC(=O)N1CCCC1)n2C
→ -5%, -1%
> Cc1ccc(-c2noc(-c3ccc(N4CCC(C)CC4)c([N+](=O)[O-])c3)n2)cc1
→ 0%, 2%
> Cc1ccc(NS(=O)(=O)c2ccc3c(c2)N(C)C(=O)CC(=O)N3C)cc1Cl
→ -2%, 0%
> CCCNC(=O)c1ccc(-c2nc(CS(=O)(=O)c3ccc(C)cc3)c(C)o2)cc1
→ 0%, -1%
> CC(C)CCCCCCc1ccc(OCCOCCO)cc1
→ 2%[201 µM], 6%[201 µM]
> O=C(CSc1nc2c(c(=O)[nH]1)CN(Cc1ccc3c(c1)OCO3)CC2)Nc1cccc(Cl)c1
→ 1%, -4%

Part of the list above, with tabs.
Compound	TexasRed fluor	TRb SRC2 PPI
CN=C(N)NCC1CCOC1 (stereo unspecified)	1%&-13%[201 µM]	2%&-7%[201 µM]
COc1ccc2c(c1)c1c(c(=O)n(-c3ccccc3C)c(=O)n1CC(=O)N1CCCC1)n2C	-5%	-1%
Cc1ccc(-c2noc(-c3ccc(N4CCC(C)CC4)c([N+](=O)[O-])c3)n2)cc1	0%	2%
Cc1ccc(NS(=O)(=O)c2ccc3c(c2)N(C)C(=O)CC(=O)N3C)cc1Cl	-2%	0%

(continued)
Under each structure – TexasRed fluor, TRb SRC2 PPI
> COc1ccc2c(CNCCc3cccs3)c(C(=O)O)n(Cc3ccccc3)c2c1
→ 0%, 2%
> CC(C)c1noc(-c2ccccc2OCC(=O)Nc2cccc([N+](=O)[O-])c2)n1
→ -1%, -6%
> COc1cc(NC(=O)c2noc3c2CSc2ccccc2-3)cc(OC)c1OC
→ 1%, 4%
> CC1Cc2cc(S(=O)(=O)CCC(=O)Nc3cccc(F)c3)ccc2N1C(=O)C1CC1 (stereo unspecified)
→ -1%, 0%
> CN(C)S(=O)(=O)c1ccc2c(c1)N(CC(=O)NCc1ccc(F)cc1)C(=O)CS2
→ -1%, -4%
> Cc1ccc(S(=O)(=O)N2CCC(N3CCN(Cc4ccccc4)C(=O)C3=O)CC2)cc1C
→ -2%, 5%
> COc1ccc(Cn2c(C(=O)O)c(CNCc3ccc(SC)cc3)c3ccc(OC)cc32)cc1
→ 0%, -1%
> Cc1ccccc1CSc1nc(-c2ccccc2)nc2c1Cc1c(CO)cnc(C)c1O2
→ -1%, 9%
> COc1ccccc1Nc1nn2c(=O)c3ccc(C(=O)NC4CCC(C)CC4)cc3nc2s1 (stereo unspecified)
→ -1%, 10%
> Cc1ccc(NC(=O)Cn2nnc(-c3nc(-c4ccncc4)no3)c2N)c(C)c1
→ -2%, -3%
> CCOC(=O)c1cc(C)n(CC2CCC(C(=O)Nc3ccc(C(C)=O)cc3)CC2)c1C (stereo unspecified)
→ -2%, 2%
> CCOc1ccccc1CNS(=O)(=O)c1ccc2c(c1)C(C)(C)C(=O)N2C
→ -1%, -7%
> CCC(Cc1c(I)cc(I)c(O)c1I)C(=O)O (stereo unspecified)
→ -1%, -4%
> COc1ccc2cc(CNc3ccc(C)cc3)c(=O)n(CC(=O)Nc3cccc(C(F)(F)F)c3)c2c1
→ -3%, 0%
> Cc1ccc(CNc2ccc(-c3nc(-c4ccco4)no3)cc2[N+](=O)[O-])cc1
→ 0%, 11%
> COc1cccc(-c2nc3c(c(SCC(=O)Nc4cccc(C)c4C)n2)Cc2c(CO)cnc(C)c2O3)c1
→ 0%, -2%
> Cc1noc(Cn2c(=O)c3ccccc3n(CC(=O)Nc3ccccc3C(F)(F)F)c2=O)n1
→ -4%, -1%
> CC(C)CCn1c(=O)c2sccc2n2c(CCCC(=O)NC(C)C)nnc12
→ -3%, 4%
> COc1ccc(-c2onc(C)c2C)cc1S(=O)(=O)NCC1CCN(Cc2cc(C)ccc2C)CC1
→ 0%, 1%
> Cc1cccc(-c2noc(-c3cccnc3NCc3ccccc3Cl)n2)c1
→ -1%, 4%
> COCCCn1c(=O)c2sccc2n2c(CCCC(=O)Nc3cccc(C(F)(F)F)c3)nnc12
→ -1%, 6%
> COc1ccc(C2c3c(n(C)c4ccccc34)C(=O)N2CC(=O)Nc2cccc(Cl)c2C)cc1 (stereo unspecified)
→ 1%, -5%
> Cc1ccc(CCNS(=O)(=O)c2c(C)nc3sc(C)c(C)n3c2=O)cc1
→ -1%, -5%
> CCOc1ccccc1-n1ccnc(NCc2ccc(F)cc2)c1=O
→ -1%, 4%
> COc1cccc(-c2cc(C(=O)Nc3ccc(C)cc3)[nH]n2)c1
→ -1%, -2%
> Cc1ccc(C)c(N2CCN(C(=O)c3ccc4c(c3)c(C)c(C)n4C)CC2)c1
→ 0%, -2%
> COc1ccc(Cl)cc1NC(=O)C(C)Sc1nc2c(c(=O)[nH]1)CCCC2 (stereo unspecified)
→ -3%, -2%
> O=C(O)C(Oc1ccc(Cl)cc1)Oc1ccc(Cl)cc1
→ -2%[201 µM], 5%[201 µM]
> CCOc1ccc(-c2nnc(SCC(=O)Nc3ccc(C)cc3C)o2)cc1
→ -4%, 10%
> CC1CCCCN1CCCNC(=O)c1[nH]c2ccccc2c1Sc1ccc(Cl)cc1 (stereo unspecified)
→ 0%, 5%
> CCc1ccccc1NC(=O)CC(c1ccc(F)cc1)N1Cc2ccccc2C1=O (stereo unspecified)
→ -1%, -5%
> Cc1ccnc(NS(=O)(=O)c2cc(-c3cc(C)no3)ccc2C)c1
→ 0%, -3%
> CCOc1ccccc1NC(=O)Cn1cc(C(=O)c2cccc(OC)c2)c(=O)c2ccc(C)nc21
→ 0%, 2%
> COc1ccc(NCc2cc3cc4c(cc3n(CC(=O)Nc3ccc(C)cc3)c2=O)OCO4)cc1
→ -2%, -2%
> COc1cc(C(CC(=O)NCCC(C)C)N2Cc3ccccc3C2=O)cc(OC)c1OC (stereo unspecified)
→ 1%, 7%
> Cc1ccc(C)c(N2CCN(C(=O)CCS(=O)(=O)c3ccc4c(c3)CC(=O)N4C)CC2)c1
→ 1%, -11%
> O=C(Cn1c(=O)c2cccn2c2cccnc21)NCc1ccccc1F
→ 0%, -1%
> Cc1ccc(Nc2nc3c(S(=O)(=O)c4ccccc4)nnn3c3ccsc23)c(C)c1
→ -2%, -2%
> CCN(CC)CCNC(=O)Cn1nc(C)c2c(C)n(-c3ccccc3)nc2c1=O
→ -1%, -10%
> COc1ccc(-c2nnc(SCC(=O)Oc3cc(C)ccc3C)o2)cc1
→ -1%, 0%

Assay outcomes (PubChem)
